# Cav32 inh – inhibitors of human Cav3.2 T-type calcium channel; Cav3.2-expressing cells, Fluo-4 calcium fluorescence FDSS; stronger effect = lower value; B-score at 10 µM; hit rate 4% among 100,000;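 active = single-dose well whose peak fluorescence ratio is a statistical outlier from its plate by either plate-standardised score or position-corrected B-score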
# Target sequence (O95180 whole entry, looked up): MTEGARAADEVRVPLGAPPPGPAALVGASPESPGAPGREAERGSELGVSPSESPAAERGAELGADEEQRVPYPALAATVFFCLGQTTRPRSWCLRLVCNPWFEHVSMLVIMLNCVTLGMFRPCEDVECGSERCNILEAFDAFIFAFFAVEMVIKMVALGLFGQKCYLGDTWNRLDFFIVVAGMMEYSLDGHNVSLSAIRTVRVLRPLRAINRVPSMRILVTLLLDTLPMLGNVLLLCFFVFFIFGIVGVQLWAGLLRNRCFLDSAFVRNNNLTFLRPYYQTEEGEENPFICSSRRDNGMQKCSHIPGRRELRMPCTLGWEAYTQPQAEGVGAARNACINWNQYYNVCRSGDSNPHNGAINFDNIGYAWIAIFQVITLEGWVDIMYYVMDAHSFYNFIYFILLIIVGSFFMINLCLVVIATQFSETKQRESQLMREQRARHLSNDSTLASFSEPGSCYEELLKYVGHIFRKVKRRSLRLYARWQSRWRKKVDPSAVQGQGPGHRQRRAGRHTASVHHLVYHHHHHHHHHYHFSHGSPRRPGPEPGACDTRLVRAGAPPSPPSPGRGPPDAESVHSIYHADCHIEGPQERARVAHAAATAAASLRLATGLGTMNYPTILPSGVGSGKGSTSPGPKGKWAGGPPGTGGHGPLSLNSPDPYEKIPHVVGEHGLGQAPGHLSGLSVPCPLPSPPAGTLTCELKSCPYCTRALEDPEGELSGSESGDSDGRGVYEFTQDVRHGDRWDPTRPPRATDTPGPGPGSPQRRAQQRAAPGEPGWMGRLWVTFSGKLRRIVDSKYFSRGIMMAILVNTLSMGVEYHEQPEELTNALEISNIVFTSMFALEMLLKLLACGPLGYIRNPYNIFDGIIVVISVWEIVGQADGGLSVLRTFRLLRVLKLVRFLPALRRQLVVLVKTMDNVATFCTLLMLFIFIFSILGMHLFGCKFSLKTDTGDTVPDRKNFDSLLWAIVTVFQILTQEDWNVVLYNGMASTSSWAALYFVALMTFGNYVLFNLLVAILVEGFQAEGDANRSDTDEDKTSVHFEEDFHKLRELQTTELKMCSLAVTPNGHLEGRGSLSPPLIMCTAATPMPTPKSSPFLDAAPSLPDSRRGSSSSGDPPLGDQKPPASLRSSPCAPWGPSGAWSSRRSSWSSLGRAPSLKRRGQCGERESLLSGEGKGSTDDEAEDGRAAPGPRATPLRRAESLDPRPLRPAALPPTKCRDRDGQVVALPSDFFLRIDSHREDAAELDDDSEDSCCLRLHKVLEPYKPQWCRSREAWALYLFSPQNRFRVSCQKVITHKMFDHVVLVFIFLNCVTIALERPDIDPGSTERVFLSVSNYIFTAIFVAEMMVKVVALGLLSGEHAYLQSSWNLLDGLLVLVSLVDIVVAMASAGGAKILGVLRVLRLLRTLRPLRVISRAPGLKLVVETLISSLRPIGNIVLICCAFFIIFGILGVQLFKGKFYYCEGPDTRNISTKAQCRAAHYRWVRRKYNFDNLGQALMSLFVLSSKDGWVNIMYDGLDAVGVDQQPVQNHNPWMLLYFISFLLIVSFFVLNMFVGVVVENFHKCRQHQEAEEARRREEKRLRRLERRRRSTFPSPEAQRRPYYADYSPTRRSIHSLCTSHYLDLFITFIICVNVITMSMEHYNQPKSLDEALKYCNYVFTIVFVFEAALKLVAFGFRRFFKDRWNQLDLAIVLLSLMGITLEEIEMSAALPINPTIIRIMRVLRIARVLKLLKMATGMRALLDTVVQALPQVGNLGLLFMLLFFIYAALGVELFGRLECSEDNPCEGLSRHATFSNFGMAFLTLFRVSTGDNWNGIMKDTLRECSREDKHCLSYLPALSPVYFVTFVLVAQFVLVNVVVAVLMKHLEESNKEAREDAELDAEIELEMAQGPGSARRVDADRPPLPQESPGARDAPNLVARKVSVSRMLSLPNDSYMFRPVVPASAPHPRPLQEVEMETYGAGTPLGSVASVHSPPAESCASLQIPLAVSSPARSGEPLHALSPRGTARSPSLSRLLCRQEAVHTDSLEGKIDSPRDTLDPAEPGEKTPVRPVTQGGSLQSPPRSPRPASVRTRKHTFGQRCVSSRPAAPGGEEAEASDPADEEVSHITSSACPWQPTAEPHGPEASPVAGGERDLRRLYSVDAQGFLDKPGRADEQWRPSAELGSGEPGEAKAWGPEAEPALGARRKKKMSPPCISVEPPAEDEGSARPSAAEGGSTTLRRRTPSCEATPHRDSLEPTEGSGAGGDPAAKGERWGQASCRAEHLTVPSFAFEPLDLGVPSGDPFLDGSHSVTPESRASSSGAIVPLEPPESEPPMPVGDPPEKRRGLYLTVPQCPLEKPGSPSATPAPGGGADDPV
# * hit, by the source's call. The list is partial. The share of hits here may be higher or lower than overall.
smiles | Cav32 inh
O=c1cc(-c2ccccc2)nc2nc(SCc3ccccc3)[nH]n12 | -4.55*
Cc1cc2nc(SCCN3CCCC3)[nH]c2cc1C | 1.82
Cc1occc1C(=O)Nc1cccc(C(F)(F)F)c1 | -1.51
O=C(c1ccc2snnc2c1)N1CCN(c2ccccc2)CC1 | -0.18
c1ccc(-c2nc(C3CCCCC3)c3sccc3n2)cc1 | -0.193
COC(=O)c1cc(C(=O)OC)cc(-n2c(C)cc(C(=O)CC#N)c2C)c1 | -0.64
CN1CCN(C(=O)c2ccc(N3CCCC3=O)cc2)CC1 | 0.643
CCOC(=O)NC1(C(F)(F)F)NC(=O)N(C2CCCCC2)C1=O (stereo unspecified) | 1.82
Cn1ccc2cc(NC(=O)Nc3cccnc3)ccc21 | 0.173
C(=C\c1ccccc1)/CN1CCN(C(c2ccccc2)c2ccccc2)CC1 | -0.951
c1ccc2c(c1)nc(-c1ccncc1)n1nnnc21 | 0.568
c1ccc(-c2cc(N3CCCCCC3)n[nH]2)cc1 | -2.77
Cc1c2c(nc3c(C)cccc13)OC(C)C2 (stereo unspecified) | -0.74
Cc1nc2c(-c3ccc(F)cc3)c(C)nn2c(C)c1CCC(=O)NCCN1CCOCC1 | 1.43
O=C(CNc1ccc(Oc2ccccc2)cc1)N1CCOCC1 | 0.693
COCCOC(=O)c1c(C)oc2ccc(OCc3cc(C(=O)OC)oc3C)cc12 | -1.37
CC(=O)NC1C(=O)N(CCc2ccccc2)c2ccccc21 (stereo unspecified) | 0.0513
O=C(CS(=O)(=O)Cc1ccccc1)N1CCc2ccccc2C1 | -2.5
CC(C)CNS(=O)(=O)c1ccc(C(=O)Nc2ccc3c(c2)OCCO3)cc1 | -1.04
CC1=C(C(=O)Nc2ccccc2)C(c2ccccn2)n2ncnc2N1 (stereo unspecified) | -0.0212

# Filtered by structure, the compounds so far with an NH in an aromatic ring
smiles | Cav32 inh
O=c1cc(-c2ccccc2)nc2nc(SCc3ccccc3)[nH]n12 | -4.55*
Cc1cc2nc(SCCN3CCCC3)[nH]c2cc1C | 1.82
c1ccc(-c2cc(N3CCCCCC3)n[nH]2)cc1 | -2.77

# The listing continues.
smiles | Cav32 inh
CCOC(=O)c1ccc(NC(=O)C2C3C=CC(C3)C2C(=O)O)cc1 (stereo unspecified) | 0.0963
O=C(CSc1nc2ccccc2c(=O)[nH]1)c1ccc(O)c(O)c1 | 0.463
CCn1c(SCC#N)nc2c(c1=O)C1(CCCC1)Cc1ccccc1-2 | -6.86*
C#CCNC(=O)C1=C[C@H](c2ccc(C(F)(F)F)cc2)[C@@H](CCCO)[C@H](OCC)O1 | -1.32
Cc1noc(C)c1COC(=O)CCCc1nc2ccccc2s1 | -0.232
COc1ccccc1-c1nnc(SCC(=O)Nc2ccc(S(N)(=O)=O)cc2)n1C | 0.591
COc1ccc(C2NC(=O)NC(O)(C(F)(F)F)C2C(=O)c2ccc(C)cc2)cc1 (stereo unspecified) | -3.02
COc1cccc(-n2c(COc3ccc(C)cc3)nnc2SCC(N)=O)c1 | 0.641
CCC(CC)c1nnc(NC(=O)c2c(-c3ccccc3)noc2C)s1 | -1.58
O=C(COC(=O)CCC(=O)c1ccc(F)cc1)Nc1ccc(N2CCOCC2)cc1 | -1.1
Cc1cccc(Cn2c(=O)n(-c3ccc(CC(=O)NCc4ccco4)cc3)c(=O)c3sccc32)c1 | -0.0892
CN(C)c1nc(N2CCN(c3ccccc3)CC2)c(C#N)c(=O)o1 | 0.768
CN1C(=O)CS(=O)c2ccc(C(=O)NC3CC3)cc21 (stereo unspecified) | 0.213
Cc1ccc(S(=O)(=O)Nc2ccccc2-c2ccccc2NS(=O)(=O)c2ccc(C)cc2)cc1 | 0.376
COc1ccc(N2C(=O)C3CCCN3C2c2cccc(OC)c2OC)cc1 (stereo unspecified) | 0.275
O=C(CS(=O)(=O)c1cn(Cc2ccc(Cl)cc2)c2ccccc12)N1CCCCC1 | 1.5
COc1ccc(N(CC(=O)Nc2cccc(N(C)S(C)(=O)=O)c2)S(C)(=O)=O)cc1OC | 0.0482
COC(=O)c1ccc(C(=O)OC)nc1 | 0.573
Cc1ccc(NC(=O)CCc2ccc(S(=O)(=O)NC3CCCCC3)cc2)cc1 | -1.68
O=C(Cn1cnc2ccccc21)OCC(=O)N1CCCc2ccccc21 | 0.736
Cn1nc(SCC(=O)O)sc1=S | -0.427
COc1cccc(Nc2ncccc2C(=O)NCc2ccccc2)c1 | -1.53
COc1cc(CNC2CCCC2)cc(Cl)c1OCc1ccccc1F | -1.41
CCCCn1c(=N)n(CC(=O)C(C)(C)C)c2ccccc21 | -0.404
CCCCOc1ccc(-c2nnn(CCC(=O)N3CCOCC3)n2)cc1 | -1.31
CCC(=O)c1cn(CC(=O)NCC2CCCO2)c2ccccc12 (stereo unspecified) | 1.13
CCOc1ccccc1NC(=O)C1CCN(S(=O)(=O)c2c(C)nn(C)c2C)CC1 | 0.0579
CCOCCCNC(=O)C(NC(=O)CNC(=O)c1ccccc1)c1ccccc1 (stereo unspecified) | 1.03
Cc1ccc(S(=O)(=O)N2CCC(=O)N(C(COCc3cccc(C(F)(F)F)c3)C(C)C)CC2)cc1 (stereo unspecified) | -0.61
O=C(NCc1cccc(Br)c1)C1CC(c2cc(C(F)(F)F)cc(C(F)(F)F)c2)=NO1 (stereo unspecified) | 1
O=C(C(NS(=O)(=O)c1cccs1)c1ccccc1)N1CCN(c2ccccc2)CC1 (stereo unspecified) | -0.0734
COc1ccc(S(=O)(=O)Cc2ccc(C(=O)NCc3cccs3)o2)cc1 | 1.79
C=CCSC(=C(C#N)C#N)c1cc2c([nH]1)CCCC2 | -6.32*
CCOc1cc(CNC(C)C)c(Cl)cc1OCC(=O)NCCc1ccccc1 | 2.15
COC(=O)C1C(=O)C2=C(CC1C)NC(C)=C(C(=O)OCCOc1ccccc1)C2c1ccc(C)o1 (stereo unspecified) | -5.15*
CCCCN(CCCC)S(=O)(=O)c1ccc2[nH]c(=O)[nH]c2c1 | 0.0321
NC(=O)COc1ccc(=O)n(-c2ccccc2)n1 | 0.579
COC(=O)C1=C(CN2CCSCC2)NC(=O)NC1c1cc(C)ccc1C (stereo unspecified) | 0.681
O=C(c1cc(-c2cccs2)on1)N1CCOCC1 | 0.143
CCOC(=O)Nc1nnc(-c2ccc(OC)c(OC)c2)s1 | 0.0638
Cc1cc(C(F)(F)F)c2c(=O)[nH]c(=O)n(Cc3ccccc3)c2n1 | 0.209
O=C(O)C(Cc1ccccc1)n1cccc1 (stereo unspecified) | 0.461
O=C(NC1CCCCC1)C1CCN(S(=O)(=O)c2cccc3nsnc23)CC1 | -0.696
O=S(=O)(NCc1ccccc1Cl)c1cnc[nH]1 | 1.13
CCOc1cc(C(c2c(C)[nH][nH]c2=O)c2c(C)[nH][nH]c2=O)ccc1OCc1ccc([N+](=O)[O-])cc1 | -0.11
COc1ccccc1NC(=O)c1cccs1 | 0.45
COc1ccc(-n2c(N)c(C(=O)NCC3CCCO3)c3nc4ccccc4nc32)c(OC)c1 (stereo unspecified) | -8.01*
Cc1ccc(C(=O)Nn2c(O)c(C=C3N=c4ccccc4=N3)sc2=S)cc1 | 1.5
Cc1ccnc(-n2c(CCN3C(=O)c4ccccc4C3=O)nc3ccccc3c2=O)c1 | 0.158
CCCCN(Cc1ccco1)C(=O)Cn1ncc2c(=O)oc3ccc(C)cc3c21 | 0.232
CC(C)(C)C(=O)NCCN1CCN(C(=O)C(C)(C)C)CC1 | 0.577
CC(C)n1c(NCc2cc(Cl)ccc2O)nc2ccccc21 | 1.27
Cc1ccc(-n2c(SCC(=O)N3CCOCC3)nnc2-c2ccncc2)cc1 | 1.49
Cc1cc(OCC(=O)Nc2ccc3c(c2)OCCO3)ccc1Cl | -1.01
N#C/C(=C/c1ccc2c(c1)OCO2)C(=O)NCCc1c[nH]c2ccccc12 | -0.875
O=C(O)CCCCCNc1nc(=S)[nH]c2ccccc12 | 0.0154
COc1ccc(-c2nnc(-c3cc4ccccc4oc3=O)o2)cc1 | -0.92
Cc1cc2c(=O)n(CC(=O)N3CCN(c4ccccc4)CC3)cnc2s1 | 1.02
CN(C)CCCNC(=O)c1ccc(-c2nc(-c3ccc(Cl)cc3)cs2)cc1 | 1.02
CC(NC(=O)c1cc2ccccc2o1)c1cccs1 (stereo unspecified) | -1.27

# The listing continues:
smiles | Cav32 inh
Cc1ccccc1-n1nc(C)c2cc(C(=O)N3CCN(S(=O)(=O)c4ccc(F)cc4)CC3)sc21 | 0.292
CCOC(=O)N1CCC(N2CC34C=CC(O3)C(C(=O)Nc3ccc(C)cc3)C4C2=O)CC1 (stereo unspecified) | -0.0768
COC(=O)c1ccc(Cl)c(NC(=O)CN2CCN(Cc3ccccc3)CC2)c1 | 0.0116
O=C(Oc1ccccc1)c1ccccc1OS(=O)(=O)c1ccccc1 | -2.47
CCC(C)C(NC(=O)OC(C)(C)C)C(=O)NC(C(=O)N1CCCC1C(N)=O)C(C)CC (stereo unspecified) | -0.464
CCOC(=O)c1c(C)nc2c(c1-c1ccccc1)C(=O)CC(C)(C)C2 | 2.96
CCOC(=O)c1cnc(SCC(=O)Nc2cc(C(F)(F)F)ccc2N2CCOCC2)nc1N | 0.118
CC(C)(C)c1ccc(C(=O)c2c[nH]c(C(=O)NCCCn3ccnc3)c2)cc1 | -0.412
CCCCOC(=O)C1=C(C)Nc2ncnn2C1c1ccc(OCC)c(OC)c1 (stereo unspecified) | -0.0964
CN1CCN(C(=O)c2ccc3c(=O)n(Cc4ccc(Cl)cc4)c(=S)[nH]c3c2)CC1 | -1.79
COc1ccccc1CNC(=O)CCN1C(=O)COc2ccccc21 | 0.554
N#CC1=C(N)Oc2n[nH]c(CSc3ccccc3)c2C12C(=O)Nc1ccccc12 (stereo unspecified) | -0.363
Cc1ccc(C(=O)COC(=O)c2cnccn2)cc1 | 0.0105
O=C(Nc1ccc(Cl)cc1)C(c1ccccc1)N(CCO)CCO (stereo unspecified) | -0.0744
CCOC(=O)c1cnc2ccc(Cl)cc2c1NCCN(C)C | -0.144
CCCCNC(=O)C(c1ccc(OCC(=O)OC)c(C(=O)OC)c1)N(CCc1ccccc1)C(=O)CCCCCN1C(=O)NC(c2ccc(-c3ccccc3)cc2)C(C(=O)OCc2ccccc2)=C1C (stereo unspecified) | -0.0966
O=C(COC(=O)CNC(=O)C1CCCCC1)Nc1ccc2ccccc2c1 | -0.634
Fc1c(F)c(F)c(CSc2nc3ccccc3[nH]2)c(F)c1F | -3.94
CCn1c(SCC(=O)N2CCN(c3ccccc3)CC2)nnc1-c1ccncc1 | 0.551
O=C(c1ccccc1NS(=O)(=O)c1cccc([N+](=O)[O-])c1)N1CCOCC1 | 1.19

# Look-ups from the list:
# Value for CN1CCN(C(=O)c2ccc3c(=O)n(Cc4ccc(Cl)cc4)c(=S)[nH]c3c2)CC1 in Cav32 inh: -1.79
# Value for COC(=O)c1ccc(Cl)c(NC(=O)CN2CCN(Cc3ccccc3)CC2)c1 in Cav32 inh: 0.0116

# Going on with the list:
smiles | Cav32 inh
CCOC(=O)CSc1nnc(Cc2ccccc2)n1CC1CCCO1 (stereo unspecified) | 0.496
Cc1nc(CCNC(=O)Cc2ccccc2)cs1 | 0.247
Cc1cc(-c2ccco2)n(-c2ccccc2)n1 | 0.319
COc1ccc(-c2cc(C(=O)n3cnc4ccccc43)c3ccccc3n2)cc1 | -0.0392
N#Cc1c2c(c(NCCN3CCOCC3)n3c1nc1ccccc13)CCCC2 | -0.0285
COc1ccccc1NC(=S)N(CCc1c(C)[nH]c2ccccc12)Cc1cccs1 | -2.29
O=C(C1CCC1)N1CCc2cc(S(=O)(=O)N3CCN(c4ccccn4)CC3)ccc21 | -2.02
Cc1csc2ncc(C(=O)N(Cc3ccccc3)c3ccccn3)c(=O)n12 | 0.0593
N#Cc1cc(-c2ccccc2)cnc1Sc1ccc(Cl)cc1 | -1.39
COc1ccc2[nH]c(=O)c(CN(Cc3ccco3)C(=O)c3ccccc3)cc2c1 | 0.223
CCC(C)C1C(C#N)=C(N)Oc2n[nH]c(-c3ccccc3)c21 (stereo unspecified) | 0.0813
COc1cc(C(=O)NCC(=O)n2nc(C)cc2C)cc(OC)c1OC | -0.286
CCOc1ccc(N=Cc2c(O)cc(C)oc2=O)cc1 | 0.607
COC(=O)C1=NN(C(=O)c2ccc(Cl)cc2)C(O)(c2ccccc2)C1 (stereo unspecified) | -2.12
COc1cccc(C(=O)O/N=C(\N)c2ccncc2)c1 | -0.761
CCCN(Cc1cc2cccc(C)c2[nH]c1=O)C(=O)c1cccc(OC)c1 | 0.347
CS(=O)(=O)N1CCN(C(=O)NC23CC4CC(CC(C4)C2)C3)CC1 | 0.46
COc1cccc(-c2nnc(SCCOc3ccc4c(C)cc(=O)oc4c3)o2)c1 | 1.22
Cc1cc(C)n2c(SCC(=O)Nc3ccc(Cl)cn3)nnc2n1 | -0.315
CCn1nc(C)c(Oc2ccccc2O)c1C | 0.0985

# Among those listed so far, these have a nitro group on carbon.
smiles | Cav32 inh
CCOc1cc(C(c2c(C)[nH][nH]c2=O)c2c(C)[nH][nH]c2=O)ccc1OCc1ccc([N+](=O)[O-])cc1 | -0.11
O=C(c1ccccc1NS(=O)(=O)c1cccc([N+](=O)[O-])c1)N1CCOCC1 | 1.19

# Later entries:
smiles | Cav32 inh
CCOc1ccc(OCC)c(NC(=O)C2CCCN(S(=O)(=O)c3c(C)noc3C)C2)c1 (stereo unspecified) | 0.0899
COCCNC(=O)CSc1ncnc2sccc12 | 0.574
Cc1c(C(=O)NC(C)c2ccccc2)c(-c2ccccc2)nn1-c1ccccc1 (stereo unspecified) | -0.051
C=CCn1c(CSCc2ccccc2)nnc1SCC(=O)NCc1ccccc1 | -0.99
CC(C)c1nnc(SCC(=O)NCc2ccco2)n1C | 0.807
CCCCN(C(=O)CNC(=O)c1cccs1)C(C(=O)NC1CCCCC1)c1cccnc1 (stereo unspecified) | 0.512
O=C(C(c1ccccc1)c1ccccc1)N1CCN(Cc2ccccn2)CC1 | 1.08
CC(=O)NC12CC3CC(C1)CC(C(=O)OCC(=O)c1ccc4c(c1)OCCO4)(C3)C2 | -0.921
Cc1occc1C(=O)Nc1cccc(/C=C/C(=O)O)c1 | -0.433
COc1ccccc1N1CCN(c2cc(=O)n(Cc3ccc(F)cc3)c(=O)[nH]2)CC1 | -6.08*

# High-throughput results: PubChem BioAssay, Vanderbilt High Throughput Screening Facility
